# Screening data (PubChem BioAssay)
# VP16 counter: inhibits Gal4-VP16 luciferase reporter, ROR gamma counter-screen. 3.5% of 310,000 active. Drosophila S2 Gal4-VP16 UAS-luciferase, luminescence, 20 h. AID 2546. Potency, µM (doses to about 53.6 µM), without a hit: top-dose activity, negative = inhibition, most hits filed as inhibitors;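 further: Gal4-VP16 expression switched on by copper sulfate through the metallothionein promoter; potency means the concentration at half of the fitted maximal effect; on the % scale 0 is the no-effect control and ±100 the full control effect; nearly all actives have a fitted effect of over 50% in size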
# p53 reactivator: mutant p53 re-activation in reporter cells; H1299 p53-A138V BP100-luciferase reporter, luminescence, 24 h; Potency, µM (doses to about 92.2 µM), inactives show top-dose activity change, positive = activation, hits mostly activators; 0.063% of 320,000 active; further: potency means the concentration at half of the fitted maximal effect; % of control where 0% means no effect; nearly all actives have a fitted effect of over 45% in size
#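 H1299 (p53-null), stable ts p53-A138V + BP100-Luc; 1000 cells/well, Opti-MEM/10% FBS; cpd 4 pt, 1:5; 24 h, 37 deg C, 5% CO2; detection reagent 10 min RT; luminescence.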
# ELG1 genotox: induces genotoxicity in HEK293T cells with luciferase-tagged ELG1; 1.3% of 330,000 active; AID 504466; HEK293T ELG1-luciferase reporter, luminescence, 16 h; Potency, µM (doses to about 46 µM), for the others: at the highest dose activity change, positive = activation, hits mostly activators; further: potency means the concentration at half of the fitted maximal effect; % of control where 0% means no effect; nearly all actives have a fitted effect of over 60% in size
#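 DMSO vehicle served as control against compound-treated ELG1-luciferase HEK293T cells; exposure lasted 16 hr at 37 °C and 5% CO2, followed by ONE-Glo luminescence detection after 30 min.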
# FLuc modulator: firefly luciferase modulation, counter-screen for miR-21 project; P08659; purified FLuc, Km substrates, luminescence inhibition; Potency, µM (titrated, usually from 57.5 µM), without a hit: at the top dose activity change, negative = inhibition, actives largely listed as inhibitors; 6.9% of 360,000 active; AID 588342;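 further: potency means the concentration at half of the fitted maximal effect; plate controls were vehicle for no effect and reference inhibitor for full effect; nearly all actives have a fitted effect of over 55% in size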
#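 Biochemical qHTS of compounds, final roughly 60 µM downward over six points, against 10 nM purified firefly luciferase using Km concentrations of substrates (10 uM D-luciferin, 10 uM ATP) in Tris acetate pH 7.5 buffer; luminescence output.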
# Rab9 promoter act: Rab9 promoter activation; Potency, µM (top dose mostly 9.22 µM), for inactives: top-dose activation, negative = inhibition, actives largely listed as activators; AID 485297; Huh7 Rab9 promoter-luciferase reporter, luminescence, 24 h; 2.8% of 320,000 active; further: potency means the concentration at half of the fitted maximal effect; % of control where 0% means no effect; nearly all actives have a fitted effect of over 60% in size
#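 Steps: seed 1500 Huh7 Rab9-luc cells per well, rest 2 h at 37 °C; add compound in DMSO; incubate 24 h; add luciferase reagent, 10 min ambient; read luminescence.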
# Menin-MLL TR inh: displaces Texas Red mutant MLL peptide from human menin. O00255. Menin + Texas Red MLL mutant peptide, fluorescence polarization. Potency, µM (titrated, usually from 61.6 µM), inactives show top-dose FP activity change, negative = inhibition, usual class: inhibitors. 0.23% of 270,000 active; active means well fitted inhibition curve with a large enough effect in the polarisation, with a control signal flat, not every such curve was filed as active; inconclusive means small, poorly fitted or top-dose-only effect, or effect the other way, or a change in a side signal; inactive means no such curve, though single readings can be large or run the other way; the % refers to the polarisation; further: potency means the concentration at half of the fitted maximal effect; % of control where 0% means no effect; many of its hits are not listed in these tables
# Target sequence (O00255 whole entry, looked up): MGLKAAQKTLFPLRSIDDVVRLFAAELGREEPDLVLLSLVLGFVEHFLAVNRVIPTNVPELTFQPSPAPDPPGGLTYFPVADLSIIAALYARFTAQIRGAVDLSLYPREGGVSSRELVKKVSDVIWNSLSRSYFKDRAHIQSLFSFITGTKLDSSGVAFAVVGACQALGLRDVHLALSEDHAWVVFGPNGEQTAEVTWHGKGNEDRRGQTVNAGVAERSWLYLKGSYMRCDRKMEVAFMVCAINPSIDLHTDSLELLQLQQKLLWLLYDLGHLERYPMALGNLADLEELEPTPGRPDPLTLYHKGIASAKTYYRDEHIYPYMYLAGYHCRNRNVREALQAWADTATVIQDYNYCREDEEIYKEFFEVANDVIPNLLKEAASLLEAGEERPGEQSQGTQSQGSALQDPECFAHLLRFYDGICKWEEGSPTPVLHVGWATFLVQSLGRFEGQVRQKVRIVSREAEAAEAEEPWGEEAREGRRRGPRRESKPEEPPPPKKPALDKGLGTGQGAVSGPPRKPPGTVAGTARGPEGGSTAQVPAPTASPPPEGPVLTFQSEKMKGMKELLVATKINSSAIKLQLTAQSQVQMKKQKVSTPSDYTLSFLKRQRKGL
# RORg inh: inhibitors of mouse ROR gamma transcriptional activity. P51450. Drosophila S2 Gal4-RORgamma UAS-luciferase reporter, 20 h. Potency, µM (top dose mostly 53.6 µM), for the others: at the highest dose activity change, negative = inhibition, usual class: inhibitors. 5.4% of 310,000 active. AID 2551; further: potency means the concentration at half of the fitted maximal effect; on the % scale 0 is the no-effect control and ±100 the full control effect; nearly all actives have a fitted effect of over 60% in size
#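 In this cell-based reporter format, copper sulfate (700 uM final) drives Gal4–ROR gamma fusion expression from a metallothionein promoter in Drosophila Schneider cells; compounds preincubated 1 hr, reporter read after 20 hr at ambient temperature.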
# NPC1 promoter act: NPC1 promoter activation; Huh7 NPC1 promoter luciferase reporter, 24 h; Potency, µM (titrated, usually from 9.22 µM), for inactives: at the highest dose activation, usual class: activators; 2.4% of 320,000 active; AID 485313;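 further: potency means the concentration at half of the fitted maximal effect; % of control where 0% means no effect; nearly all actives have a fitted effect of over 60% in size; reporter is driven by a mutant NPC1 promoter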
#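 Luminescence read-out of NPC1 promoter-driven luciferase in stably transfected Huh7 cells; compounds delivered in DMSO and left 24 h at 37C, 5% CO2, qHTS titration format.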
# PKM2 activator: activators of human pyruvate kinase M2; P14618; purified PKM2, Kinase-Glo ATP luminescence, activation; response scale: 0% is enzyme alone, no compound; Potency, µM (top dose mostly 57.5 µM), inactives show top-dose activation, hits mostly activators; 0.34% of 260,000 active; AID 1631; further: potency means the concentration at half of the fitted maximal effect; on the % scale 0 is the no-effect control and ±100 the full control effect; nearly all actives have a fitted effect of over 55% in size
#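 ATP formation by purified human PK-M2, quantified via coupled luciferase luminescence after 1 h at room temperature with 0.1 mM ADP and 0.5 mM PEP final.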
# Giardia killer: Giardia lamblia killing. AID 540267. Giardia lamblia trophozoite viability. activity change, % at 7.66 µM, hits read low. 0.15% of 340,000 active; in the data active means activity change below about -80%; inconclusive means between about -30% and that limit;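 further: parasites exposed to compound for two days anaerobically before the ATP read; on the % scale 0 is the no-effect control and ±100 the full control effect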
#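 Compounds were tested on trophozoites seeded at 100 cells/well and held 48 hrs at 37 deg C anaerobically. An ATP-based luminescent kit measured the remaining live cells.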
# BRCA1 expr act: increases BRCA1 expression. MCF7-BRCA1-FFLuc reporter, luminescence, 48 h; response scale: scaled: vehicle 0%, 10 µM genistein 100%. Potency, µM (top dose mostly 46.1 µM), inactives show at the highest dose activation, usual class: activators. 1.1% of 380,000 active; further: potency means the concentration at half of the fitted maximal effect; nearly all actives have a fitted effect of over 80% in size; some results filed as inactive show a strong effect at the top dose
#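 48 h compound treatment of MCF7-BRCA1-FFLuc cells (phenol-red free MEM, 37 °C), then 15 min with luciferase substrate and luminescence imaging.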
# * hit, by the source's call; ? = inconclusive; / = not tested or not shown; [ ] = another dose, or the depositor's remark. Unless noted, the call rests on the fitted dose curve; in most records, active means well fitted curve in the direction sought with a large enough effect; inconclusive means small, poorly fitted or top-dose-only effect, or another doubt; inactive means no such curve, though single readings can be large; an effect the other way counts as inactive or inconclusive. An excerpt; rates above refer to the full screens.
SMILES,VP16 counter,p53 reactivator,ELG1 genotox,FLuc modulator,Rab9 promoter act,Menin-MLL TR inh,RORg inh,NPC1 promoter act,PKM2 activator,Giardia killer,BRCA1 expr act
O=C(OCC(=O)N1CCCCC1)c1c[nH]c(=O)[nH]c1=O,-1%,5%,1%,3%,-7%,-1%,0%,15%,0%,-16,5%
CC(C)C12CN3CC(C(C)C)(CN(C1)C3c1ccccc1)C2O (configuration not stated),0%,3%,0%,2%,4%,1%,-24%,-1%,-7%,9,-1%
CCOC(=O)Cc1nnc(Nc2ccc(C)cc2C)c2ccccc12,13%,1%,-3%,0%,-5%,-12%,24%,-1%,7%,13,-29%
COc1ccc(CCN2CCCC(CN(C)Cc3cc(OC)ccc3OC)C2)cc1 (configuration not stated),-8%,-5%,-3%,3%,-2%,-19%,0%,-2%,-2%,-3,-26%
Cc1ccc(C(=O)N/C(=C/c2ccc(F)cc2)C(=O)NCc2ccncc2)cc1,-6%,-2%,-1%,5%,1%,5%,-3%[10 µM],2%,3%,17,-10%
CCOC(=O)C1(Cc2ccccc2)CCCN(C(=O)c2cnn(CC)c2)C1 (configuration not stated),?,?,?,15µM*,4µM*,2%,11%,?,6%[0.46 µM],-20,?
Cc1cccc(NC(=O)c2cccc(S(=O)(=O)NCc3ccccc3)c2)n1,/,-4%,-1%,13%,-4%,/,/,-1%,/,2,-35%
CCS(=O)(=O)c1ccc(C(=O)Nc2ccccc2)c(Cl)c1Cl,-10%,1%,-13%,-13%,-7%,-13%,?,-1%,-1%,11,0%
O=C1CC(c2ccccc2)Sc2ccccc2N1 (configuration not stated),-3%,0%,?,?,10%,0%,12%,-5%,-2%,7,3%[1.84 µM]
Cc1ccc(-c2noc(-c3ccccc3C(=O)N3CCOCC3)n2)cc1,10%,-2%,15%,?,-1%,1%,?,-3%,0%,7,-18%
COc1ccc(C2C(C(=O)Nc3ccccc3OC)=C(C)Nc3nnnn32)c(OC)c1 (configuration not stated),0%,?,-1%,-1%,3%,6%,-5%,-1%,6%,4,-6%
COCCNc1nnc(SCC(=O)N(C)c2c(N)n(Cc3ccccc3)c(=O)[nH]c2=O)s1,/,-3%,8%,4%,-1%,/,/,0%,/,9,3%
OCCC1CN(Cc2cccn2-c2ncccn2)CCN1C1CCCC1 (configuration not stated),2%,1%,1%,4%,-6%,-23%,-2%,2%,0%,-7,-2%
NNC(=S)NC1CC2CC1C1C=CCC21 (configuration not stated),2.8µM*,2%,0%,-2%,-5%,/,0.45µM*,2%,-3%,39[activator],0%
COc1ccc(OCCC(=O)OCC(=O)NCc2ccco2)cc1,-1%,-13%,1%,-13%,1%,11%,-8%,-6%,8%,-4,1%
O=C(Nc1cccc(Cl)c1)c1ccccc1NC(=O)C1CCCCC1C(=O)O (configuration not stated),-15%,8%,1%,0%,-4%,15%,40%,1%,19%,36[activator],-26%
COCCCNC(=O)Cn1c(=O)oc2cc(S(=O)(=O)N3CC(C)CC(C)C3)ccc21 (configuration not stated),-4%,-1%,0%[9.26 µM],2%,-1%,-14%,-1%,-1%,/,-27,0%
O=S1(=O)N=C(Nc2ccc(N3CCOCC3)cc2)c2ccccc21,-1%,2%,2%,13µM*,7%,?,-29%,7%,-3%,-22,28%
CCN(CC)C(=S)NC(=O)c1ccc(Cl)cc1Cl,1.6µM*,1%,0%,0%,-2%,-2%,0.79µM*,1%,-6%,-17,6%
CN(C)C1=NCCN1CCCC1CCCC1,/,-10%,-3%,0%,2%,/,/,-1%,/,4,-15%
CCOc1cccc(NC(=O)c2ccc(S(=O)(=O)N(C)C)cc2)c1,17%,-8%,-1%,-5%,-3%,7%,34%,4%,-1%,-12,-13%
O=C(COc1ccc(F)cc1)Nc1ccccc1N1CCOCC1,/,0%,-9%,1%,1%,/,/,-1%,/,27,-43%
COc1ccc(C(=O)C/C(=C\C(=O)c2ccc(C)cc2)c2ccccc2)cc1,?,4%,-4%,-3%,2%,3%,-23%,-3%,-3%,-16,-80%[inhibitor]
CCN(CC)S(=O)(=O)c1ccc(NS(=O)(=O)c2ccc(OC)c([N+](=O)[O-])c2)cc1,6%,-4%,4%,-1%,-3%,1%,-4%,-1%,2%,23,-19%
CCCCNC(=S)N(C)/N=C/c1ccccc1F,-24%,-2%,0%,8%,-3%,-2%,-42%,-2%,-2%,21,15%
CC1Cc2ccccc2N1C(=O)COC(=O)c1ccccc1NCCO (configuration not stated),/,-1%,5%,-11%,23%,/,/,3%,/,14,95%
COc1ccc(/C=C(/NC(=O)c2ccccc2)C(=O)NCc2ccncc2)cc1,-3%,1%,0%,-8%,4%,14%,14%,-4%,/,10,10%
C/C(=N\NC(=O)CSc1nnc(C)s1)c1ccc(O)cc1,2%,-3%,0%,-11%,5%,-6%,-11%,0%,-5%,-10,-9%
CCOCCCNC(=O)C1(O)c2ccccc2NC(=O)N1c1ccc(Cl)cc1 (configuration not stated),?,10%,6%,-6%,-6%,9%,1%,-4%,/,-13,41%
Cn1c(CN2CCCC(C(=O)c3ccc4c(c3)OCO4)C2)nc2ccccc21 (configuration not stated),-2%,-5%,0%,-10%,8%,-19%,?,-11%,0%,5,0%
CN(c1ccc(C(=O)Nc2ccc(S(=O)(=O)N3CCCC3)cc2)cc1)S(C)(=O)=O,-11%,0%,-7%,-3%,-34%[inhibitor],13%,32%,-23%,-1%,15,-5%
CCC(C)C(NC(=O)C1CCC(C)CC1)C(=O)Nc1cc(OC)ccc1OC (configuration not stated),-8%,-3%,-3%,2%,-8%,8%,-13%,-1%,3%,4,-23%
Cc1c(C(N)=O)c(N)c(C(=O)c2ccccc2)n1-c1ccccc1,3%,-4%,0%,-1%,0%,-12%,11%,1%,3%,-3,-1%
CC1(c2cccs2)CC(c2cccs2)=C(C#N)C(=O)N1 (configuration not stated),13%,6%,-6%,3%,0%,2%,-40%,-3%,-1%,3,4%
O=C(CN1CCC(NC(=O)c2cccc(F)c2)CC1)NCc1ccccc1F,?,-8%,4%,5%,15%,-13%,6%,-4%,3%,2,-4%
O=C(/C=C/c1ccc(OC(F)F)cc1)OCC(=O)N1CCc2ccccc21,/,4%,2%,4%,2%,/,/,-2%,/,-11,3%
Cc1ccccc1Cn1nc(C)c(NC(=O)/C=C/c2cnn(C)c2C)c1C,-11%,1%,3%,1%,-5%,-8%,1%,0%,-2%,-12,-2%
CCOc1cc(/C=N/NC(=O)COc2ccc(C)cc2)ccc1OC(=O)c1cccs1,-1%,10%,4%,5%,5%,/,13%,1%,3%,1,-37%
COc1cccc(NC(=O)CCS(=O)(=O)c2ccc(Br)cc2)c1,3%,-2%,3%,0%,-2%,23%,23%,-3%,/,5,-10%
Cc1ccc(-c2nnc(SCCC(=O)N3CCOCC3)o2)cc1,-4%,6%,8%,19µM*,26%,1%,6.3µM*,21%,-2%,-15,2%
CCN(CC)S(=O)(=O)c1ccc(NC2c3ncccc3C(=O)N2Cc2ccccc2)cc1 (configuration not stated),0%,-2%,3%,-9%,-3%,0%,-6%,-1%,-3%,-10,-23%
CCN(C(=O)CSc1ncnc2sccc12)c1c(N)n(Cc2ccccc2)c(=O)[nH]c1=O,/,-4%,1%,7%,-3%,/,/,-2%,/,0,-2%
CCC(Oc1ccccc1)C(=O)NC1CCSC1=O (configuration not stated),-22%,-1%,-1%,?,-7%,?,?,-3%,-1%,18,-4%
C/C(CC(=O)Nc1ccc(N(C)C)cc1)=N\NC(=O)c1ccccc1O,?,/,-1%,12µM*,10%,?,23%[1.91 µM],5%,2%,-8,3%
O=C(NCCN1CCN(Cc2ccccc2)CC1)c1ccc(CS(=O)(=O)c2ccc(Br)cc2)o1,0%,3%,0%[9.26 µM],3%,-3%,-17%,12%,-1%,/,8,4%
O=C(CNC(=O)c1ccc(-c2ccccc2)cc1)Nc1ccc(S(=O)(=O)Nc2ncccn2)cc1,-1%,-1%,-2%,17µM*,13%,/,15%,-2%,-10%,9,9%
CSc1ccccc1NC(=O)COc1ccccc1C,16%,26%,5%,?,1%,0%,27%,0%,-3%,-11,10%
